# EPAC1 antag – qHTS for Antagonist of cAMP-regulated guanine nucleotide exchange factor 3 (EPAC1): primary screen; Rap guanine nucleotide exchange factor 3 (Homo sapiens), O95398; EPAC1 GEF assay, Rap1b-BODIPY-GDP exchange fluorescence; Potency, µM (titrated, usually from 115 µM), for inactives: at the top dose activity change, negative = inhibition, most hits filed as inhibitors; 360,000 compounds, 0.14% hits;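 further: potency means the concentration at half of the fitted maximal effect; plate controls were vehicle for no effect and positive control for full effect; nearly all actives have a fitted effect of over 50% in size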
# WRN helicase inh – qHTS for Inhibitors of WRN Helicase; WRN helicase unwinding, fluorescent forked duplex, kinetic; Potency, µM (titrated, usually from 114 µM), for inactives: top-dose activity change, negative = inhibition, actives largely listed as inhibitors; 360,000 compounds, 0.46% hits; AID 651768, 2012; further: potency means the concentration at half of the fitted maximal effect; on the % scale 0 is the no-effect control and ±100 the full control effect; nearly all actives have a fitted effect of over 55% in size
#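 Kinetic fluorescence helicase assay: unwinding of a quenched forked DNA duplex (100 nM final) with 2 mM ATP final raises red fluorescence (525/598 nm). Compounds sat 15 min at room temperature with 20 nM WRN beforehand.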
# MmCpn inh – Inhibitors of TCP-1 ring complex (TRiC) of Methanococcus maripaludis (MmCpn): qHTS; Chaperonin Mm-Cpn (Methanococcus maripaludis); purified Mm-Cpn ATPase, ADP Transcreener TR-FRET; Potency, µM (top dose mostly 76.9 µM), for inactives: at the top dose activity, negative = inhibition, most hits filed as inhibitors; 330,000 compounds, 0.031% hits; AID 504842, 2011; further: potency means the concentration at half of the fitted maximal effect; on the % scale 0 is the no-effect control and ±100 the full control effect; nearly all actives have a fitted effect of over 80% in size
#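 ATPase read-out: TR-FRET ADP immunoassay (anti-ADP Eu cryptate vs ADP-d2), ex 320 nm, em 590/665 nm; signal drops as ADP forms. Enzyme 25 nM, ATP 10 uM, 30 min at 37°C after 10 min compound preincubation.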
# PLK1 PBD inh – qHTS for Inhibitors of PLK1-PDB (polo-like kinase 1 - polo-box domain): Primary Screen. Serine/threonine-protein kinase PLK1 (Homo sapiens), P53350. Plk1 PBD binding of FITC phosphopeptide, fluorescence polarization. Potency, µM, for the others: max response, negative = inhibition, most hits filed as inhibitors. 360,000 compounds, 2.8% hits; further: potency means the concentration at half of the fitted maximal effect; series mostly up to about 57 µM; on the % scale 0 is the no-effect control and ±100 the full control effect; nearly all actives have a fitted effect of over 65% in size
# Target sequence (P53350 whole entry, looked up, the tested form may be a part): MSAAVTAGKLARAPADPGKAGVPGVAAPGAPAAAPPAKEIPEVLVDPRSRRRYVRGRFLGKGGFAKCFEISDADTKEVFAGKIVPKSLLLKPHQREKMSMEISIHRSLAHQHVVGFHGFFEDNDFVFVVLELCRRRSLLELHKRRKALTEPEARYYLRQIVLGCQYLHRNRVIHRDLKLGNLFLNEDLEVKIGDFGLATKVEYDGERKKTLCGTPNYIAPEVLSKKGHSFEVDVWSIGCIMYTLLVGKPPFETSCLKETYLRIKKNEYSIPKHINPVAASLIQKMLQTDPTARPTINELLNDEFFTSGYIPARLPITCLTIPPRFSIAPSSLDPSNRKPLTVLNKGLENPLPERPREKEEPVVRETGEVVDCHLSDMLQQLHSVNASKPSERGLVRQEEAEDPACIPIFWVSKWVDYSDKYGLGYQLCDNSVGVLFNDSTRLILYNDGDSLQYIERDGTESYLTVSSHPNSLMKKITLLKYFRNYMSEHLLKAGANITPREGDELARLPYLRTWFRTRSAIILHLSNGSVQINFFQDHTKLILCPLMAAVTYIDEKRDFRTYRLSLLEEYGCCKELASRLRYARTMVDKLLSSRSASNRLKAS
# EPAC2 antagonist – qHTS for Antagonist of cAMP-regulated guanine nucleotide exchange factor 2 (EPAC2): primary screen; Potency, µM (doses to about 114 µM), for inactives: top-dose activity, negative = inhibition, most hits filed as inhibitors; EPAC2 GEF exchange of Rap1B-BODIPY-GDP, fluorescence; 360,000 compounds, 0.18% hits; further: potency means the concentration at half of the fitted maximal effect; on the % scale 0 is the no-effect control and ±100 the full control effect; nearly all actives have a fitted effect of over 45% in size; many of its hits are not listed in these tables
# PI5P4K alpha inh – qHTS for Inhibitors of phosphatidylinositol 5-phosphate 4-kinase (PI5P4K); 330,000 compounds, 1.2% hits; PI5P4Kalpha enzyme, ADP-Glo luminescence, 60 min; hits give low values; max response, %; AID 652105, 2013; active means max response of -50% or lower; inconclusive means between -30% and -50%; inactive means -30% or higher; further: value at the top dose of about 77 µM; on the % scale 0 is the no-effect control and ±100 the full control effect
# Target sequence (P48426 whole entry, looked up): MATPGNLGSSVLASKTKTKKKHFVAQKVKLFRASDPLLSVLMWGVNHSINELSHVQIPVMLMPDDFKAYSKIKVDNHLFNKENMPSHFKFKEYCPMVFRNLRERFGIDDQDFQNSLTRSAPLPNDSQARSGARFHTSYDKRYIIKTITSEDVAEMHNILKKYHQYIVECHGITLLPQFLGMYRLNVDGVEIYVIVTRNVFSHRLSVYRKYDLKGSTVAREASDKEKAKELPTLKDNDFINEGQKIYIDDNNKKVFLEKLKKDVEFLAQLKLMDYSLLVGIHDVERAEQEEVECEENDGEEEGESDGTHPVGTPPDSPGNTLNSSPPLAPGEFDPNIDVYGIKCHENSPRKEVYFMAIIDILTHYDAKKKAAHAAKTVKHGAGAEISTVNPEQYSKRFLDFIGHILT
#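 Enzyme plus substrate dispensed, test compounds pinned in, then ATP (5 microM final) added. After 60 min at RT, ADP-Glo reagent 1 for 45 min and reagent 2 for 30 min preceded luminescence imaging.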
# CCT chaperon mod – High-Throughput Screening for Modulators of Cytosolic Chaperonin Activity. 360,000 compounds, 0.3% hits. activity change, % (concentration not given with the values), hits read low. purified chaperonin ATPase assay, HTRF ADP detection, 30 min. AID 651819, 2012; in the data active means activity change below about -30%; further: on the % scale 0 is the no-effect control and ±100 the full control effect
#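 TRiC at 40 or 20 nM final (batch-dependent) in 30 mM Tris pH 7.4, 100 mM KCl, 5 mM MgCl2, 1 mM DTT, with compound at single 76 uM and 10 uM ATP, 30 min at 37 deg C. ADP detected by HTRF Transcreener, 665/615 ratio.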
# EPAC1 agonist – qHTS for Agonist of cAMP-regulated guanine nucleotide exchange factor 3 (EPAC1): primary screen | EPAC1 agonist qHTS, biochemical assay; response scale: 100% = response to 6.5 mM cAMP | Potency, µM (highest dose often 154 µM), without a hit: top-dose activation, actives largely listed as activators | Rap guanine nucleotide exchange factor 3 (Homo sapiens), O95398 | 360,000 compounds, 0.073% hits; further: potency means the concentration at half of the fitted maximal effect; nearly all actives have a fitted effect of over 60% in size
#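 Multi-concentration qHTS readout: loss of Rap1B-bound BODIPY-GDP fluorescence driven by 100 nM EPAC1 with excess GDP (50 uM), monitored kinetically at room temperature; agonist response expressed relative to 6.5 mM cAMP.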
# * = called active by the depositor; ? = inconclusive; / = not tested or not shown; [ ] = another dose, or the depositor's remark. Unless noted, the call rests on the fitted dose curve; in most records, active means well fitted curve in the direction sought with a large enough effect; inconclusive means small, poorly fitted or top-dose-only effect, or another doubt; inactive means no such curve, though single readings can be large; an effect the other way counts as inactive or inconclusive. Only part of the results is shown, so the mix of outcomes need not match the whole.
SMILES,EPAC1 antag,WRN helicase inh,MmCpn inh,PLK1 PBD inh,EPAC2 antagonist,PI5P4K alpha inh,CCT chaperon mod,EPAC1 agonist
O=C(CCN1C(=O)c2ccc(Br)cc2C1=O)NC1CCCCC1,0%,-9%,0%,-7%,-1%,-7,1.6,10%
CC(Oc1cccc(F)c1)C(=O)Nc1ccc(N2CCOCC2)cc1 (stereo not drawn),-2%,-6%,3%,-6%,6%,2,-2.0,4%
CN(CCNC(=O)c1c[nH]c2c1ccc1ccccc12)CCNC(=O)c1c[nH]c2c1ccc1ccccc12,-4%,-12%,/,-4%,-5%,-2,2.4,9%
CSCCC(NC(=O)COc1ccccc1)C(=O)N1CCN(C(C)=O)CC1 (stereo not drawn),5%,0%,1%,-5%,-1%,1,0.3,-2%
O=S(=O)(Nc1ccc(S(=O)(=O)N2CCCCCC2)cc1)c1cccs1,-5%,-4%,2%,-5%,1%,/,-4.1,11%
Cc1nc2ccccn2c1-c1ccnc(=S)[nH]1,-13%,?,1%,27µM*,6%,?,-1.9,-11%
COc1cc(Br)c(C2C(C#N)=C(N)Oc3n[nH]c(-c4cccnc4)c32)cc1OC (stereo not drawn),-2%,3%,-5%,-13%,3%,-24,-1.0,8%
CCOc1ccc(CC(=O)NCC(=O)NCc2cc(=O)n(C)c(=O)n2C)cc1,-16%,2%,1%,-8%,3%,2,0.0,16%
COc1cc(C(=O)Oc2ccccc2/C=N/NC(=O)c2ccc(C)c(Cl)c2)cc(OC)c1OC,-13%,8%,-18%,-5%,0%,3,-1.2,-6%
COc1ccc(S(=O)(=O)N(CC(=O)NCc2ccncc2)c2ccc(C)cc2)cc1OC,-10%,-2%,0%,-5%,-2%,-4,1.9,7%
Cn1c(N2CCOCC2)nc2c1c(=O)n(Cc1ccc(Cl)cc1)c(=O)n2C,2%,10%,/,3%,-6%,/,-1.0,-2%
CCOCCCNC(=O)c1c(-c2ccccc2)noc1C,-8%,-12%,0%,-10%,-2%,7,-1.9,2%
O=C(Nc1ccc(Cl)cc1)NC1CCCC1Cc1ccco1 (stereo not drawn),-8%,-3%[57.1 µM],-1%,-8%,-9%,1,-3.5,-4%
Cc1ccc(CN(C)C(=O)COc2ccc(S(=O)(=O)N3CCCC3)cc2[N+](=O)[O-])c(C)c1,-14%,-2%,0%,-9%,2%,2,-0.4,1%
CC1(c2ccccc2)NC(=O)N(NC(=O)COC(=O)c2cc(Br)ccc2O)C1=O (stereo not drawn),0%,-7%,1%,-5%,6%,-3,1.0,22%
Cc1ccnc(NS(=O)(=O)c2ccc(NC(=O)C3CCCCC3C(=O)O)cc2)n1 (stereo not drawn),-2%,-1%,1%,-13%,-12%,2,-0.4,0%
COc1cc(OC)cc(C(=O)NCC(=O)Nc2ccc(C)c(Cl)c2)c1,-13%,-4%,-6%,-1%,-4%,-5,0.8,-6%
NS(=O)(=O)c1ccc(CNC(=S)Nc2cc(S(=O)(=O)N3CCOCC3)ccc2Cl)cc1,12%,0%,/,-12%,-13%,1,-2.7,6%
COCCn1c(C)cc(C(=O)COC(=O)c2ccc(-n3nc(C)cc3C)cc2)c1C,0%,-2%,-1%,-2%,6%,8,-2.6,-1%
COc1ccc(CN2CCNC(=O)C2CC(=O)N2CCCO2)c(OC)c1 (stereo not drawn),6%,-7%,1%,0%,8%,-5,-0.6,-4%
C[C@H](CO)N1C[C@H](C)[C@@H](CN(C)Cc2ccc(Cl)c(Cl)c2)Oc2c(NC(=O)C3CCOCC3)cccc2C1=O,-3%,-17%,-4%,-14%,?,-26,0.0,2%
O=C(NCCc1ccc(Cl)cc1)c1cc(S(=O)(=O)N2CCCCC2)c[nH]1,-12%,-7%,1%,3%,-14%,-18,-0.7,-4%
CC(C)CNC(=O)c1cccc(Cn2cc(Cl)cn2)c1,0%,-2%,-2%,1%,3%,3,0.1,13%
CCCOc1ccc(/C=c2\sc3nc(-c4ccco4)nn3c2=O)cc1OCC,1%,?,0%,0%,27%,?,-2.0,12%
CC(NC(=O)Cc1ccccc1)C(c1ccccc1)N1CCOCC1 (stereo not drawn),13%,14%,0%,-14%,1%,0,0.7,13%
CC(C)OCCCNC(=S)N1CCC(C(=O)c2ccc(F)cc2)CC1,-2%,1%,/,-15%,6%,1,-2.6,7%
Cc1cc(=O)nc2c3ccccc3n(C(C)C(=O)NCCN3CCOCC3)n12 (stereo not drawn),-2%,-3%,-2%,-4%,-1%,7,0.8,14%
Cc1cc(C)c(NC(=O)CNC(=O)c2cc(C3CC3)nc3c2cnn3C(C)C)c(C)c1,-19%,5%,/,-9%,2%,-1,0.1,1%
O=C(N/N=C/c1ccc(N2CCOCC2)s1)c1ccc(O)cc1,-1%,11%,/,1%,3%,-15,2.1,1%
CC(C)N(C(=O)[C@H]1C[C@H](CC(=O)NCCCn2ccnc2)C(=O)N2CCc3c([nH]c4cc(CCC(=O)N(C)C)ccc34)[C@]12C)C(C)C,-8%,-3%,0%,-9%,3%,-2,-2.1,-3%
CCOC(=O)c1c(-c2ccccc2)oc2ccc(OCC(=O)O)cc12,-7%,-12%,-19%,-4%,-10%,1,1.1,1%
COc1ccc(S(=O)(=O)N2CCC(C(=O)NCc3cccnc3)CC2)cc1OC,-3%,17%,1%,-2%,2%,0,1.0,2%
O=C(NN=Cc1c[nH]c2ccccc12)NN=Cc1c[nH]c2ccccc12,14%,-20%,/,3%,12%,-89*,2.1,-4%
O=C1COc2ccc(C(=O)c3ccccc3C(=O)NCc3ccccc3)cc2N1,-4%,0%,0%,-6%,-1%,1,-0.2,4%
Cc1ccc(C(=O)COC(=O)CNC(=O)COc2ccccc2C)cc1C,-21%,-16%,1%,-11%,-17%,-4,-4.0,14%
O=S1(=O)C[C@H](N2CCC(Cc3ccccc3)CC2)[C@@H](COCc2ccccc2)N1,-8%,-3%,/,-6%,1%,-6,-1.0,-1%
Cc1cc(Cl)ccc1NC(=O)CN1CCC(C(O)(c2ccccc2)c2ccccc2)CC1,-1%,-21%,1%,-1%,0%,/,-7.1,16%
O=C(O)CSCC(=O)Nc1ccccc1SCCS(=O)(=O)c1ccc(Cl)cc1,6%,11%,-1%,-10%,-2%,9,0.2,6%
CC(c1ccc(C(C)(C)C)cc1)S(=O)CC(O)CO (stereo not drawn),6%,-2%,1%,4%,12%,1,-2.0,-2%
CCc1ccc(N2C=C(C(=O)OC)C(c3ccccc3F)C(C#N)=C2N)cc1 (stereo not drawn),-18%,-3%,/,-1%,-14%,-1,/,-7%
C=CC[C@H](CC(=O)N(CCO)Cc1ccccc1)C(=O)N[C@H](COC(=O)[C@@H](CC=C)Cc1ccc(F)cc1)Cc1ccccc1,-27%,-11%,-2%,-1%,-22%,7,0.1,-67%[inhibitor]
COc1cc(COCC(O)CN2CCOCC2)cc(OC)c1OC (stereo not drawn),17%,-6%[57.1 µM],0%,2%,10%,2,-3.5,-3%
O=C(COC(=O)C(CO)NS(=O)(=O)c1ccc(Br)cc1)Nc1ccc2c(c1)OCCO2 (stereo not drawn),2%,-3%,-2%,-1%,1%,-3,-1.9,7%
CC(=O)C(C)Oc1ccc(Cc2ncc(C(F)(F)F)cc2Cl)cc1 (stereo not drawn),-21%,-4%,4%,-2%,-16%,11,2.6,-2%
COc1ccc(N(C(=O)c2ccco2)C(C(=O)NC2CCCCC2)c2cccs2)cc1OC (stereo not drawn),14%,2%,0%,-1%,4%,-4,-1.1,-5%
COCCCNC(=O)/C(C#N)=C/c1c(N2CCN(c3ccccc3)CC2)nc2ccccn2c1=O,-1%,9%,-5%,-4%,8%,6,-3.9,-3%
COc1ccc(CN2C(=O)c3cccnc3C2O)cc1 (stereo not drawn),?,-34%,-14%,-6%,20%,-2,2.0,1%
Cc1c(Cl)cccc1NC(=S)N1CCC(N(C)CC2CCCO2)CC1 (stereo not drawn),-2%,-5%,1%,-4%,0%,5,-1.1,9%

# Part of the list above, tab-delimited:
molecule	EPAC1 antag	WRN helicase inh	MmCpn inh	PLK1 PBD inh	EPAC2 antagonist	PI5P4K alpha inh	CCT chaperon mod	EPAC1 agonist
COc1ccc(N(C(=O)c2ccco2)C(C(=O)NC2CCCCC2)c2cccs2)cc1OC (stereo not drawn)	14%	2%	0%	-1%	4%	-4	-1.1	-5%
COc1cc(COCC(O)CN2CCOCC2)cc(OC)c1OC (stereo not drawn)	17%	-6%[57.1 µM]	0%	2%	10%	2	-3.5	-3%
O=C(NCCc1ccc(Cl)cc1)c1cc(S(=O)(=O)N2CCCCC2)c[nH]1	-12%	-7%	1%	3%	-14%	-18	-0.7	-4%
CC(c1ccc(C(C)(C)C)cc1)S(=O)CC(O)CO (stereo not drawn)	6%	-2%	1%	4%	12%	1	-2.0	-2%

# The list continues:
SMILES,EPAC1 antag,WRN helicase inh,MmCpn inh,PLK1 PBD inh,EPAC2 antagonist,PI5P4K alpha inh,CCT chaperon mod,EPAC1 agonist
Cc1sc(N/N=C/c2cc([N+](=O)[O-])ccc2O)nc1-c1ccccc1,5%,4%,-3%,15µM*,4%[57.1 µM],?,-3.8,-2%
C=CCOn1c(=O)c(-c2ccc(OC)cc2)[n+]([O-])c2ccccc21,14%,-7%,0%,12µM*,16%,0,-0.1,8%
Cc1ccc(S(=O)(=O)Cn2nnnc2CN(Cc2ccco2)Cc2cccs2)cc1,13%,-2%,0%,-7%,3%,-4,-0.4,10%
CCOC(=O)[C@@H]1[C@H]2COc3cc(OC)ccc3[C@H]2N2C(=O)N(c3ccc(C(F)(F)F)cc3)C(=O)[C@@]12C,-24%,-7%,-1%,?,6%,8,-2.2,1%
CCCOc1cccc(-c2cc(C(=O)N/N=C/c3cccnc3)c3ccccc3n2)c1,-30%,-30%,-2%,-15%,-21%,0,-1.4,11%
COCCNC(=O)c1n[nH]c2ccccc12,?,2%,2%,-11%,4%,-2,-7.0,0%
CCOc1ccc(NC(=O)CN(C)C(=O)c2cccnc2Sc2ccccc2Cl)cc1OCC,7%,-1%,-26%,0%,-1%,2,-1.1,3%

# Source: PubChem (National Center for Advancing Translational Sciences (NCATS))
